AT treatment – potential ataxia-telangiectasia treatments restoring KAP-1 phosphorylation; actives 0.19% (n = 320,000); Potency, µM (doses to about 57.5 µM), without a hit: top-dose activation, actives largely listed as activators; […] A-T fibroblasts, KAP-1 phosphorylation AlphaLISA; neocarzinostatin DNA damage 30 min before lysis; note: potency is the fitted concentration of half-maximal effect; % of control where 0% means no effect; nearly all actives have a fitted effect of over 45% in size
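ATM-like activity read as KAP-1 phosphorylation via AlphaLISA donor/acceptor antibody pairs after lysis and 6 hr at 25C. Cells were ATM-null patient fibroblasts ([…], hTERT), dosed 60 min, then exposed to the DSB inducer NCS for 30 min.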
TCR act – T cell receptor activation; primary human leukocytes, anti-CD3, IL-2 HTRF, 48 h; Potency, µM (titrated, usually from 9.22 µM), for the others: at the top dose activation of IL-2 secretion, usual class: activators; 330,000 tested, under 10 active; AID 504894; note: % of control where 0% means no effect
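IL-2 release read by HTRF sandwich (Eu cryptate donor, d2 acceptor, 665 nm emission) after 48 hr exposure of primary human leukocytes to compound together with anti-CD3 beads in the absence of co-stimulatory signals.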
TSG101-PTAP inh – blocks PTAP/TSG101 interaction to inhibit HIV-1 budding; Q99816; Fluorescence polarization, FITC-PTAP peptide / Tsg101 binding; Potency, µM (highest dose often 115 µM), without a hit: at the top dose activity change, negative = inhibition, most hits filed as inhibitors; 340,000 tested, under 10 active; AID 493005; active = well fitted inhibition curve with a large enough effect in the main read-out, with a control signal flat, not every such curve was filed as active; inconclusive = small, poorly fitted or top-dose-only effect, or effect the other way, or a change in a side signal; inactive = no such curve, though single readings can be large or run the other way; note: potency is the fitted concentration of half-maximal effect; % of control where 0% means no effect
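Steps: Tsg101 binding domain dispensed (10 uM final), compounds pinned in DMSO, FITC-labeled PTAP-motif peptide added (50 nM final); after 20 min binding at room temperature, polarization measured.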
MBNL1-CUG inh – inhibitors of human MBNL1 binding to CUG repeat RNA; TR-FRET MBNL1-His/biotin-(CUG)12 binding, 665/545 ratio; Potency, µM (doses to about 57.5 µM), without a hit: top-dose activity change, negative = inhibition, most hits filed as inhibitors; actives 0.036% (n = 280,000); active = well fitted inhibition curve with a large enough effect in the signal ratio, with a control signal flat, not every such curve was filed as active; inconclusive = small, poorly fitted or top-dose-only effect, or effect the other way, or a change in a side signal; inactive = no such curve, though single readings can be large or run the other way; the % refers to the signal ratio; note: potency is the fitted concentration of half-maximal effect; % is set by controls: 0 for no effect and ±100 for the full control effect
Target sequence (Q9NR56 whole entry, looked up): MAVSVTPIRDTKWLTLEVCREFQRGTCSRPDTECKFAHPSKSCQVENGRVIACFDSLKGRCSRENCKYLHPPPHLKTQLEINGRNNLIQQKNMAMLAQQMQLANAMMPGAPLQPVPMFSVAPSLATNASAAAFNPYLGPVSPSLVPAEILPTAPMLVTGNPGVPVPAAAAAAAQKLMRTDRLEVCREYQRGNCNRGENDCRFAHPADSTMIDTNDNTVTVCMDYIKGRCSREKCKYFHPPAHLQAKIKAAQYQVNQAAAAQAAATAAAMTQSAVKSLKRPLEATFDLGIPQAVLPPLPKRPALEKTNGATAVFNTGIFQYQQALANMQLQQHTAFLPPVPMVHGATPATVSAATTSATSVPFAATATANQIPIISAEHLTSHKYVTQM
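Inhibition of protein-RNA binding appears as loss of TR-FRET between terbium anti-His antibody on MBNL1-His and streptavidin-XL665 on biotin-(CUG)12. Activity is normalized to buffer-only and uninhibited-complex controls.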
S-ASM inh – inhibitors of human secretory acid sphingomyelinase. placental ASM, HMU-PC fluorogenic substrate, 60 min. Potency, µM (titrated, usually from 57.5 µM), without a hit: at the highest dose activity change, negative = inhibition, hits mostly inhibitors. actives 0.006% (n = 340,000). AID 504937; note: potency is the fitted concentration of half-maximal effect
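Human placenta-derived ASM enzyme was preincubated with compound for 10 minutes at room temperature, then given fluorogenic substrate HMU-PC0 (9 uM final) for 60 minutes at 37 °C; a pH 10 stop preceded fluorescence reading at Ex 386/Em 447 nm.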
a7 integrin act – activators of alpha7 integrin expression for muscular dystrophy. alpha7betagal myoblasts, beta-gal FDG fluorescence, 48 h. Potency, µM (highest dose often 38.3 µM), without a hit: at the highest dose activation, usual class: activators. actives 0.064% (n = 350,000);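 note: potency is the fitted concentration of half-maximal effect; 100% = response of the positive control SU9516; nearly all actives have a fitted effect of over 60% in size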
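Alpha7betagal+/- myoblasts (passage 13) were plated 16-24 hr, then exposed to compounds (1:260 dilution of DMSO stock) for 48 hours at 37C. After MPER lysis, β-galactosidase reporter activity was read as FDG fluorescence (ex 480/em 540) after 30 minutes.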
TSHR antag – blocks TSH signaling through the human TSH receptor; activity change, negative = inhibition, % at 11.5 µM; TSHR-expressing cells, TSH-stimulated cAMP HTRF, 2 h; stronger effect = lower value; actives 0.2% (n = 330,000);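 active = activity change below a set negative limit, meaning inhibition stronger than a set level, cut at about -70% in these data; inconclusive = activity change between two set negative limits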; note: % is set by controls: 0 for no effect and ±100 for the full control effect
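TSHR-expressing cells were treated with compounds, then stimulated with TSH at EC80 (4nM final) for 2 hours at 37 deg C. Cellular cAMP was measured by HTRF competition between lysate cAMP and cAMP-d2 for a cryptate-labelled anti-cAMP antibody.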
Menin MLL FP TR – inhibitors of human menin-MLL interaction, mutant MLL peptide | O00255 | Menin + Texas Red MLL mutant peptide, fluorescence polarization | Potency, µM (series often up to 61.6 µM), for inactives: top-dose FP activity change, negative = inhibition, hits mostly inhibitors | actives 0.23% (n = 270,000) | AID 1768; active = well fitted inhibition curve with a large enough effect in the polarisation, with a control signal flat, not every such curve was filed as active; inconclusive = small, poorly fitted or top-dose-only effect, or effect the other way, or a change in a side signal; inactive = no such curve, though single readings can be large or run the other way; the % refers to the polarisation; note: potency is the fitted concentration of half-maximal effect; % of control where 0% means no effect; many of its hits are not listed in these tables
Target sequence (O00255 whole entry, looked up): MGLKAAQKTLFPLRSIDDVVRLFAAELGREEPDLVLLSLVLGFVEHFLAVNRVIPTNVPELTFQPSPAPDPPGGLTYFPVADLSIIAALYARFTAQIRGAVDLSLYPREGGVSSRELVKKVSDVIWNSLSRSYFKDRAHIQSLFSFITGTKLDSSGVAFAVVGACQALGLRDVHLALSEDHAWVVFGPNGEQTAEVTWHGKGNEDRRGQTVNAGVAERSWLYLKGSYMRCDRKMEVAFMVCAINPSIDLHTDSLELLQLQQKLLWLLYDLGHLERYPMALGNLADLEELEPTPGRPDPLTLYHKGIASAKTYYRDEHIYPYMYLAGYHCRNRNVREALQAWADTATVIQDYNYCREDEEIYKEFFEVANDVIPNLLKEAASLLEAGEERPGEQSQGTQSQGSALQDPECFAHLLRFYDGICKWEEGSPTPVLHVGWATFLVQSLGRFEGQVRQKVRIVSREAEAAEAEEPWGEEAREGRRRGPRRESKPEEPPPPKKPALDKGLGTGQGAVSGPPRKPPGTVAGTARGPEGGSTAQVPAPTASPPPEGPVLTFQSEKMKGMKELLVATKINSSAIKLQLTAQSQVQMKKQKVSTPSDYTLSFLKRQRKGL
Mito fusion act – blocks mitochondrial division or promotes mitochondrial fusion. S. cerevisiae fusion-defective mutant growth rescue, CellTiterGlo 48 h. Potency, µM (highest dose often 46.1 µM), for the others: top-dose growth rescue (activation), actives largely listed as activators. actives 0.23% (n = 320,000). AID 485298;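 note: potency is the fitted concentration of half-maximal effect; % of control where 0% means no effect; nearly all actives have a fitted effect of over 45% in size; temperature-sensitive fusion mutants such as fzo1-1 at 37 °C on non-fermentable ethanol glycerol medium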
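Read-out: ATP-based luminescence (CellTiterGlo, 10 min ambient) reporting growth of fusion-defective ts yeast after 48 hours at 37C on glycerol/ethanol YPEG medium in the presence of compound.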
MLL CXXC-DNA inh – MLL CXXC-DNA interaction inhibition. Q03164. MLL-CXXC / FITC-HOXA9 DNA fluorescence polarization. Potency, µM (doses to about 115 µM), without a hit: top-dose activity change, negative = inhibition, actives largely listed as inhibitors. actives 0.037% (n = 290,000); active = well fitted inhibition curve with a large enough effect in the polarisation, with a control signal flat, not every such curve was filed as active; inconclusive = small, poorly fitted or top-dose-only effect, or effect the other way, or a change in a side signal; inactive = no such curve, though single readings can be large or run the other way; the % refers to the polarisation; note: potency is the fitted concentration of half-maximal effect
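Purified MLL-CXXC (added from a 7 uM solution) was preincubated 5 min at ambient with pinned compounds in 50 mM Tris-HCl pH 7.5, 50 mM NaCl, 1 mM DTT, 0.05% BSA. Fluorescein-labeled HOX-A9 DNA (50 nM solution) followed, 30 min, then polarization read.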
The depositor's hits bear a star; ? = inconclusive; . = not tested or not shown; & = joins results of further samples; [ ] = remark or other dose. Unless noted, calls come from the whole dose curve; as a rule, active = well fitted curve in the direction sought with a large enough effect; inconclusive = small, poorly fitted or top-dose-only effect, or another doubt; inactive = no such curve, though single readings can be large; an effect the other way counts as inactive or inconclusive. These rows are one share of the data; count on the stated rates, not on these rows.

SMILES	AT treatment	TCR act	TSG101-PTAP inh	MBNL1-CUG inh	S-ASM inh	a7 integrin act	TSHR antag	Menin MLL FP TR	Mito fusion act	MLL CXXC-DNA inh
NS(=O)(=O)c1cccc(NC(=O)c2cccc(-c3ccc(O)cc3)c2)c1	6%	0%	-3%	-2%	-10%	-38%	2	-3%	2%	-8%
CCc1ccc(/C=C(\C)C(=O)c2c(C)cc(C)[nH]c2=O)cc1	-1%	-7%	-1%	5%	-1%	6%	-2	?	?	13%
COc1ccc(CNC(=O)CN(c2cc(C)cc(C)c2)S(=O)(=O)c2c(C)[nH]c(=O)[nH]c2=O)cc1	-1%	0%	-2%	2%	0%	8%	4	.	-2%	22%
CCOc1ccc2nc(S(N)(=O)=O)sc2c1	-5%	-11%	1%	-21%	1%	.	5	-11%&0%	0%	90%[activator]
O=C(CN(c1ccccn1)S(=O)(=O)c1ccc(F)cc1)Nc1ccccc1	4%	4%	-2%	.	3%	3%	12	-2%	-1%	17%
CC(=O)Nc1ccccc1P(=O)(c1ccccc1)c1ccccc1OC(C)=O (centres undefined)	-8%	-15%	1%	1%	5%	20%	16	.	2%	-4%
O=C(Nc1nc(-c2cccs2)cs1)c1cc2ccccc2oc1=O	-4%	.	.	-14%	.	.	-2	14%	0%	-1%
COc1ccccc1-n1c(SCC(=O)O)nc2c(sc(=S)n2-c2ccccc2C)c1=O	9%	-1%	-8%	7%	4%	27%	-3	37%[activator]	7%	6%
Cc1ccn(-c2cccc(-n3ccc(C)n3)n2)n1	?	2%[46.1 µM]	-1%	-8%	0%	31%	1	0%	0%	-8%
CN(CC(=O)N1CCN(c2ncccn2)CC1)S(=O)(=O)c1ccc(Cl)cc1	3%	3%	-3%	-13%	-1%	-12%	27	-1%	-9%	3%
COc1cc2c(cc1OC)CC(=O)NC=C2	9%	5%	-1%	.	2%	-32%	31	6%	2%	2%
COc1cccc(CN(C)Cc2nc(C3CC3)no2)c1	3%	0%	-6%	2%	6%	-19%	-4	0%	-1%	3%
CCSc1nnc(-c2ccc(S(=O)(=O)N3CCOCC3)cc2)n1C	-6%	-2%	-6%	4%	-4%	8%	1	14%	-10%	-1%
CC(=O)N/C(=N\OCc1ccc(Br)cc1)c1nonc1NC(C)=O	-1%	-5%	-1%	.	4%	0%	4	10%	-3%	8%
Cc1cccc(NC(=O)CCn2ccnc2C)c1	-4%	-5%	-1%	10%	8%	16%	13	-15%	-2%	2%
COc1ccc(-c2nc3ccccn3c2/N=C/c2ccc(OC)c(OC)c2)cc1O	-19%	-1%[46.1 µM]	-7%	.	111%[activator]	-27%	-16	0%	-6%	-4%
NC(=S)Nc1ccc2cc[nH]c2c1	-3%	-1%	-2%	7%	2%	15%	2	0%	3%	8%
Cc1c(NC(=O)C(C)Sc2ccccc2)c(=O)n(-c2ccccc2)n1C (centres undefined)	.	-2%	-4%	1%	0%	-14%	9	0%	-2%	-1%
CCCC(=O)c1cc2c(cc1NC(=O)c1cccs1)OCCO2	5%	-17%	-3%	-1%	8%	14%	-4	?	2%	-13%
CCc1ccc(NC(=O)COC(=O)/C(=C/c2ccccc2OC)c2ccccc2)cc1	-2%	9%[46.1 µM]	1%	-2%	-3%	-18%	-18	-10%	1%	11%
Cc1cccc(OCC(=O)N/N=C\c2cc3c(cc2[N+](=O)[O-])OCO3)c1C	.	4%	4%	?	-15%	-33%	-20	5%	5%	1%
CCOc1ccccc1C1CC(=O)Nc2cc(OC)c(OC)cc21 (centres undefined)	2%	.	-1%	12%	-1%	21%	-7	-16%	-1%	-8%
COC(=O)[C@@]12CCCN1[C@H](c1ccc(-c3ccccc3)c(OC)c1)[C@H]1C(=O)N(C)C(=O)[C@H]12	7%	-3%	1%	.	0%	6%	-9	.	.	.
Cn1c(CC(=O)Nc2ccccc2Cl)nnc1SCC(=O)NC1CCCCC1	-4%	-2%	-6%	1%	-2%	-26%	4	-3%	-1%	4%
O=C(CSc1nc2ccccc2[nH]1)Nc1cc(C(F)(F)F)ccc1N1CCOCC1	-1%	-1%	1%	0%	-18%	-19%	-3	8%	3%	-9%
O=C(O)c1ccc2c3c(cccc13)C(=O)N(OS(=O)(=O)c1ccccc1)C2=O	0%	-11%	-3%	?	10%	12%	-10	?	0%	-19%
C/C(=C/c1oc2ccc(O)cc2c1[N+](=O)[O-])N(C)C	.	6%	-1%	?	-1%	?	-9	12%	-3%	3%
COc1cc(-c2cc(N3C(=O)Nc4ccccc4N3O)n[nH]2)cc(OC)c1OC	2%	-2%[46.1 µM]	-4%	.	9%	23%	-12	-9%	-6%	7%
COc1ccc(N(CC(=O)N2CCN(c3cccc(C)c3)C(C)C2)S(=O)(=O)c2c(C)n[nH]c2C)cc1 (centres undefined)	-4%	-4%	-8%	-10%	1%	11%	-14	-1%	4%	-2%
CCCC[n+]1ccn(-c2nc3ccccc3nc2[N-]S(=O)(=O)c2cccs2)c1	10%	-3%	2%	?	.	-8%	15	.	-4%	-7%
COc1cccc(-c2nnc(SCC(=O)OC(C)C)n2Cc2ccco2)c1	-1%	-4%	-10%	-10%	1%	6%	13	0%	7%	1%
CSc1nnc(N2C(=O)C(O)=C(C(=O)c3ccco3)C2c2ccccc2F)s1 (centres undefined)	-13%	10%	-9%	?	5%	-24%	3	.	-2%	8%
OC1(c2cccnc2)CCN(Cc2nnnn2C2CCCCC2)CC1	2%	-1%	0%	3%	1%	13%	0	-21%	-2%	8%
CCCn1c(C)cc(=O)c2cc(NC(=O)c3cnccn3)ccc21	-7%	2%	-10%	3%	-1%	6%	-7	3%	-3%	59%[activator]
O=C(Nc1ccc(N2CCOCC2)cc1)c1ccccc1SCC(=O)N1CCCC1	-6%	-44%	-1%	-2%	-1%	-17%	5	1%	-5%	-6%
O=C(Nc1cccnc1)c1cc(-c2ccc(Cl)c(Cl)c2)on1	1%	2%	-5%	4%	1%	?	-2	27%	7%	-18%
O=C(Nc1ccnn1C1CCN(CC2CC=CCC2)CC1)c1ccccc1 (centres undefined)	0%	3%	-2%	1%	-2%	6%	1	-26%	1%	-12%
COC(=O)C1=CNC=C(C(=O)OC)C1c1ccc(Cl)cc1	18%	-1%	-3%	18%	.	8%	0	2%	11%	-11%
Cc1nc2ccc(NC(=O)Cc3cccc(F)c3)cc2s1	-8%	-2%	-4%	-4%	5%	?	-8	9%	-45%[inhibitor]	-5%
Cc1cc(C)c(S(C)(=O)=O)c(Oc2ccc(F)cc2)n1	0%	1%	-3%	-15%	-3%	-23%	20	7%	4%	-4%

Reprinted from the part before: 2 entries, then new ones.
SMILES	AT treatment	TCR act	TSG101-PTAP inh	MBNL1-CUG inh	S-ASM inh	a7 integrin act	TSHR antag	Menin MLL FP TR	Mito fusion act	MLL CXXC-DNA inh
Cc1nc2ccc(NC(=O)Cc3cccc(F)c3)cc2s1	-8%	-2%	-4%	-4%	5%	?	-8	9%	-45%[inhibitor]	-5%
Cc1cc(C)c(S(C)(=O)=O)c(Oc2ccc(F)cc2)n1	0%	1%	-3%	-15%	-3%	-23%	20	7%	4%	-4%
Cc1cccc(-n2ncc3c(NCCc4ccc(S(N)(=O)=O)cc4)ncnc32)c1	2%	0%	-4%	-6%	-11%	25%	-9	?	2%	2%
Cc1ccc(NCc2nnc(SCC(=O)NCCc3ccccc3)n2C)cc1	3%	3%	0%	-5%	0%	33%	5	-3%	0%	-2%
COc1cc2cc(C(c3nnnn3C3CCCC3)N3CCc4ccccc43)c(=O)[nH]c2cc1OC (centres undefined)	-3%	0%	0%	80%[activator]	29%	18%	6	3%	-3%	0%
COc1ccccc1CNS(=O)(=O)c1csc(C(N)=O)c1	3%	-96%	1%	-4%	5%	?	-14	20%	-10%	0%
CCOC(=O)N1CN(C(=O)OCC)CN(C(=O)OCC)C1	-2%	-28%	-1%	-12%	-2%	24%	13	-15%	-6%	-6%
CCCCCn1nc(C(=O)N(CC)c2c(N)n(CCCC)c(=O)[nH]c2=O)c2ccccc2c1=O	2%	5%	1%	.	13%	23%	-10	.	.	.
Cc1ccc(S(=O)(=O)Oc2ccc(/C=C(/NC(=O)c3ccccc3)C(=O)NCCC(=O)O)cc2)cc1	-1%	-18%	-5%	-9%	4%	4%	-7	?	4%	-3%
Cc1cccc(-c2nc(CS(=O)CC(=O)NCC3CCCO3)c(C)o2)c1 (centres undefined)	-2%	-5%[46.1 µM]	-6%	-2%	1%	8%	9	-1%	-4%	2%

Source: PubChem (National Center for Advancing Translational Sciences (NCATS))
